Assay outcomes from PubChem BioAssay.
GPR55 antagonists = GPR55 antagonists blocking LPI-driven arrestin recruitment, primary screen, imaging, U2OS, beta-arrestin-GFP, LPI agonist (AID 2013). U2OS GPR55 beta-arrestin-GFP translocation imaging, LPI antagonism; higher % means a stronger effect. 0.13% of 290,000 active. inhibition, % at 10 µM; hits with a dose series show IC50 in µM;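 active = spots per cell inhibited over 60%, with over 100 cells counted and total cytoplasm intensity under 500,000; inconclusive = wells with under 100 cells, flagged as likely toxic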;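 note: U2OS cells stably carrying GPR55 and arrestin-GFP stimulated by 5 µM LPI near EC80; imaged beta-arrestin-GFP aggregate spots per cell after agonist stimulation; plate controls were LPI-stimulated DMSO wells for no effect and DMSO wells without LPI for full effect; some results filed as inactive read as strong as hits; confirmed hits need IC50 under 10 µM and bright autofluorescent wells are also inconclusive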
Siah-1 displacement = blockers of Siah-1 interaction with plectin peptide – biochemical, fluorescence polarization, rhodamine-plectin, uHTS, primary screen (AID 1817) | Siah-1 / rhodamine-plectin peptide fluorescence polarization; higher % means a stronger effect | displacement, % at 20 µM, or IC50 in µM where a hit was titrated | 0.02% of 290,000 active;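 active = displacement of at least 50% at 20 µM, with a fluorescence ratio check between 0.3 and a set limit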;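 note: plate controls were Siah plus tracer with DMSO for no effect and tracer alone without Siah for full effect; strong numbers were not always called active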
Rac1 GTP hydrolysis = MgcRacGAP GTPase-activating activity inhibitors, confirmation, biochemical, ADP Hunter fluorescence | inhibition, % at 30 µM, or IC50 in µM where a hit was titrated | AID 624330 | 0.6% of 340,000 active | MgcRacGAP-stimulated Rac1 GTP hydrolysis, ADP Hunter fluorescence; higher % means a stronger effect; GST-tagged Rac1 F28L mutant substrate;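 active = first-screen hits whose inhibition reached a set limit at any dose in the follow-up dose series; inconclusive = inhibition above the set first-screen limit but never retested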;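 note: fluorescence reports GDP produced by GAP-driven GTP hydrolysis; strong numbers were not always called active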
GPR35 antagonists = inhibition of zaprinast-stimulated GPR35 beta-arrestin translocation – imaging, U2OS, beta-arrestin-GFP, zaprinast agonist, primary screen (AID 2058) | U2OS GPR35 beta-arrestin-GFP translocation imaging, zaprinast antagonism; higher % means a stronger effect | inhibition, % at 10 µM, or IC50 in µM where a hit was titrated | 0.052% of 290,000 active;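 active = inhibition of at least 50% with at least 30 cells and total cytoplasm GFP at most 10,000,000; inconclusive = under 30 cells or total GFP of 10,000,000 plus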
HIV fusion peptide = cell-free HIV fusion peptide-binding blockers – biochemical, uHTS, fluorescence dequenching, primary screen (AID 1986). inhibition, % at 20 µM, or IC50 in µM where a hit was titrated. cell-free peptide binding, fluorescence dequenching, 30 min; higher % means a stronger effect. 0.3% of 290,000 active; in the data active = inhibition mostly above about 52%, no sharp cut-off; inactive = mostly below about 76%; note: some results filed as inactive read as strong as hits
Myeloid diff 2 = myeloid differentiation induction. calls only at 10 µM. ER-HoxA9 myeloid progenitors, lysozyme-GFP differentiation, flow cytometry. 1% of 360,000 active;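 active = normalized GFP-positive differentiation at or above the plate's own cutoff, the solvent-only control mean plus 3 SD; inconclusive = no clear call, values can overlap the other calls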;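 note: cells exposed to compound for four days before flow analysis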
NTR1 ag = NTR1-driven beta-arrestin-GFP spot formation – imaging, U2OS cells, high content, primary screen (AID 493036). P30989. agonist mode. activation, % at 20 µM. 0.17% of 330,000 active;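 active = activation at or above 40% of the spot to cytoplasm intensity ratio, with at least 20 cells analyzed; inconclusive = wells under 20 cells, flagged as cytotoxic or low count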;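 note: 0% = DMSO without peptide and 100% = 100 nM NTR1 peptide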
Target sequence (P30989 whole entry, looked up): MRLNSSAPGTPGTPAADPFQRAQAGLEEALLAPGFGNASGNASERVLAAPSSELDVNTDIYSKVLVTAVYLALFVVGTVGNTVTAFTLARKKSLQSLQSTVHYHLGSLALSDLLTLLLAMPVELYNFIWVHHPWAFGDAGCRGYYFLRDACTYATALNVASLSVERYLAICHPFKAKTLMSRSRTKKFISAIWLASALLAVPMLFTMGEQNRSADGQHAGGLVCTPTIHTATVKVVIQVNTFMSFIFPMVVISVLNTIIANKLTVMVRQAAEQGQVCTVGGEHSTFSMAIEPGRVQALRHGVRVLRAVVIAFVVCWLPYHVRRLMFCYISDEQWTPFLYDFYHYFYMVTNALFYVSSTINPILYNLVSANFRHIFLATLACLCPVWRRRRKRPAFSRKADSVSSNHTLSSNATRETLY
PhoP inhibition = inhibitors of PhoP regulon expression, primary screen, Salmonella Typhimurium, GFP reporter (AID 1863) | one-dose inhibition, % at 50 µM; IC50 in µM for titrated hits | S. Typhimurium PhoP-regulated promoter GFP reporter, 4 h; higher % means a stronger effect | 0.16% of 300,000 active;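 active = inhibition over 29.93%, a cutoff 3 SD above the screen mean, later confirmed by dose response; inconclusive = inhibition over 29.93% but no dose response follow-up; inactive = inhibition at most 29.93% or unconfirmed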;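 note: 0% = low Mg2+ inducing control and 100% = high Mg2+ repressing control; strong numbers were not always called active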
LYP inhibition = inhibitors of LYP phosphatase, biochemical, fluorescence intensity, uHTS (AID 1779); recombinant LYP phosphatase, fluorescence intensity; higher % means a stronger effect; one-dose inhibition, % at 11.5 µM; IC50 in µM for titrated hits; 0.054% of 290,000 active; in the data active = inhibition above about 50%;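 note: plate controls were vehicle with enzyme for no effect and no enzyme for full effect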
NTR1 ag cell count 20 µM = recorded beside NTR1 ag, whose call it bears; cell count; measured here: cell count, cytotoxicity flag
Myeloid diff 2 GFP+ MAC1+ % = also measured in Myeloid diff 2; calls as there; GFP+ MAC1+ double positive, %; measured here: differentiation confirmed by MAC1 staining
The depositor's hits bear a star; i = inactive; ? = inconclusive; / = not tested or not shown; + = active, no number.

SMILES	GPR55 antagonists	Siah-1 displacement	Rac1 GTP hydrolysis	GPR35 antagonists	HIV fusion peptide	Myeloid diff 2	Myeloid diff 2 GFP+ MAC1+ %	NTR1 ag	NTR1 ag cell count 20 µM	PhoP inhibition	LYP inhibition
O=C(c1[nH]ncc1-c1ccc(Cl)cc1)C1CO1 (centres undefined)	4%	9%	/	11%	-1.1%	?	/	0.5	48	32%	0%
O=C(c1cc(-c2ccc(O)cc2)on1)N1CCCC1	-2%	3%	14%	-1%	-1.3%	i	3.4	0.7	47	8%	-12%
COC(=O)c1ccccc1S(=O)(=O)N1CCC(C(=O)OCc2cccc(OC)c2OC)CC1	/	/	4%	/	/	i	0.8	-0.1	43	-1%	/
Fc1ccc(-c2n[nH]c(=S)n2-c2ccc3c(c2)OCCO3)cc1	13%	3%	8%	5%	1.2%	i	0.2	0.2	29	-6%	-6%
COc1ccc(Cl)cc1-c1n[nH]c(=S)n1Cc1ccccc1	19%	2%	-7%	0%	0.8%	i	0.6	-0.1	50	0%	1%
Cc1c(C)n(C)c2ccc(C(=O)NCCCN3CCCC3)cc12	2%	0%	7%	5%	-0.3%	i	1.9	-0.2	57	-6%	-12%
Cc1ccc(OCc2cccc(S(=O)(=O)N(C)C)c2)c([N+](=O)[O-])n1	7%	4%	2%	-7%	0.1%	i	0.1	0.1	38	-7%	-4%
COC(=O)C(C)Oc1ccc(Cc2ncc(C(F)(F)F)cc2Cl)cc1 (centres undefined)	-8%	0%	8%	-1%	-0.9%	i	0.6	0.4	64	3%	0%
CCOc1ccc(CCNC(=O)C2CCCN(c3nn4c(=O)cc(C)nc4s3)C2)cc1 (centres undefined)	1%	1%	6%	8%	-1.8%	i	1.8	2.0	40	-10%	1%
O=C(NC(=S)Nc1cccc(Cl)c1N1CCOCC1)c1cccs1	12%	-1%	11%	-10%	1.6%	i	0.2	43*	38*	-3%	2%
O=C(CSc1nc(=O)n(CCN2CCOCC2)c2c1CCCC2)Nc1ccc([N+](=O)[O-])cc1	/	/	-4%	/	/	i	0.5	-0.8	46	1%	/
CN(C)c1nc(NS(=O)(=O)c2ccc(Cl)cc2)nc(N(C)C)n1	-5%	-3%	0%	13%	-2.1%	i	1.0	7.4	91	-3%	-8%
CCS(=O)(=O)c1ccc(NC(=O)c2ccccc2Cl)c(O)c1	-4%	-3%	4%	0%	-2.5%	i	0.6	-0.5	55	-4%	-2%
COc1ccc2[nH]c3c(=O)n(/N=C/c4ccc(OC)c(CN5CCCC5)c4)c(C)nc3c2c1	12%	3%	22%	8%	-2.9%	i	0.7	0.2	50	0%	-8%
CC1CCCCC12NC(=O)N(CC(=O)NCc1ccc3c(c1)OCO3)C2=O (centres undefined)	3%	22%	8%	1%	4.4%	i	0.2	0.1	61	3%	-11%
Cc1cc(Br)c2c(c1)C(O)(N1CCCCC1C)C(=O)N2 (centres undefined)	7%	3%	8%	-2%	3.3%	i	0.5	-0.3	64	4%	1%
Cc1ccc(CC(C(=O)O)C(C)C(=O)Nc2ccc(F)cc2)cc1 (centres undefined)	9%	6%	7%	-11%	0.5%	i	1.4	-0.9	98	12%	-7%
Cc1ccc(C(=O)NC(C)(COc2nonc2C)COc2nonc2C)cc1	-11%	0%	-3%	-4%	-1.6%	i	1.3	-0.7	55	1%	-3%
CC1CN(c2nc3c(c(=O)n(Cc4ccc(Cl)c(Cl)c4)c(=O)n3C)n2C)CC(C)O1 (centres undefined)	-4%	-8%	5%	-5%	-2.3%	i	0.5	3.3	74	-3%	8%
CCOc1ccc(CCNC(=O)c2sc3nc4n(c(=O)c3c2C)CCC4)cc1	-2%	-1%	3%	2%	1.7%	i	0.6	0.7	55	5%	-4%
Cc1cc(CN2CCCC(C(=O)Nc3ccc(-c4nc5ccccc5[nH]4)cc3)C2)n[nH]1 (centres undefined)	-4%	-1%	8%	-8%	-1.3%	i	0.0	1.4	72	3%	-6%
CCN(C(=O)Cn1c(=O)oc2ccccc21)C1CCS(=O)(=O)C1 (centres undefined)	7%	2%	7%	3%	0.3%	i	1.4	1.7	49	16%	-2%
O=C(O)C1C2C=CC(O2)C1C(=O)Nc1ccccc1C(F)(F)F (centres undefined)	8%	3%	11%	-6%	4.0%	i	0.6	0.3	41	-2%	-2%
CCCCNC(=O)COC(=O)c1cc(Br)ccc1Cl	-10%	2%	7%	9%	-2.0%	i	0.3	1.9	46	7%	-3%
COCCN(C(=O)COC(=O)CCOc1ccccc1C)c1c(N)n(Cc2ccccc2)c(=O)[nH]c1=O	/	/	8%	/	/	i	0.5	0.9	61	10%	/

More records follow:
SMILES	GPR55 antagonists	Siah-1 displacement	Rac1 GTP hydrolysis	GPR35 antagonists	HIV fusion peptide	Myeloid diff 2	Myeloid diff 2 GFP+ MAC1+ %	NTR1 ag	NTR1 ag cell count 20 µM	PhoP inhibition	LYP inhibition
CC(C)(C)CN1CCN(Cc2c[nH]c3ccccc23)CC1CCO (centres undefined)	17%	-4%	-13%	-8%	0.9%	i	1.7	0.0	49	7%	-11%
C/C(=N\NC(=O)Cc1ccc(Br)cc1)c1cccnc1	22%	6%	5%	4%	0.2%	i	1.4	-0.6	65	-3%	-6%
CC1CC2(CCCCC2)Nc2c1ccc1ccccc21 (centres undefined)	6%	1%	8%	-14%	2.0%	+	1.7*	8.5	59	11%	1%
CCC(C(=O)Nc1ccc(S(=O)(=O)N2CCN(C)CC2)cc1)c1ccccc1 (centres undefined)	0%	-6%	12%	8%	1.8%	i	0.2	0.0	87	-1%	-10%
N/C(=N\OC(=O)CCCOc1ccccc1)c1ccncc1	16%	3%	8%	-2%	0.7%	i	0.4	0.5	83	-2%	-2%
Cc1ccc2nc(N3CCN(C(=O)c4ccco4)CC3)c3nncn3c2c1	13%	4%	7%	-8%	-0.8%	i	1.6	1.8	53	-5%	-2%
CN1CCc2c1nc1ccccc1c2N=C1CCCN1Cc1ccccc1	12%	13%	-3%	22%	2.6%	i	0.6	6.6	88	0%	-6%
O=C(NNC(=S)NC(=O)c1ccccc1)c1cccc([N+](=O)[O-])c1	12%	-3%	8%	-1%	1.9%	i	2.4	1.8	84	4%	-7%
CCN(CC)CCCNC(=O)Cn1cnc2sc(C)c(S(=O)(=O)N3CCC(C)CC3)c2c1=O	19%	-6%	4%	3%	1.2%	i	2.2	0.9	41	6%	-10%
CCOC(=O)c1c(NC(=O)c2ccc(N3C(=O)[C@@H]4[C@H](C3=O)[C@H]3C=C[C@@H]4C3)cc2)sc2c1CCCC2	-1%	-7%	11%	-7%	2.7%	i	0.5	4.1	87	4%	-1%
Oc1ccc(Nc2nc(-c3cccnc3)cs2)cc1	25%	-4%	?	3%	-1.9%	i	0.2	0.7	46	-3%	0%
COc1cc(S(=O)(=O)n2cnc3ccccc32)ccc1Br	1%	10%	9%	6%	1.0%	i	0.5	3.6	64	-3%	-5%
CCC(C)c1ccc(NC(=S)Nc2ccc(OC)cc2C)cc1 (centres undefined)	3%	5%	9%	-5%	-2.3%	i	1.0	1.3	61	-3%	0%
CCOc1ccc(C=Nc2cccc3ncccc23)cc1	7%	36%	6%	0%	12%	i	0.2	-0.9	84	-3%	-2%
COc1cc(/C=C/C(=O)OCC(=O)N2CCN(C(=O)c3ccco3)CC2)ccc1O	-5%	5%	45µM*	8%	1.1%	i	0.2	-0.8	70	-1%	-2%
COc1ccc(N2CCOCC2)c(NC(=O)COc2cccc(C)c2C)c1	8%	9%	12%	-3%	-1.1%	i	0.4	4.7	68	-5%	2%
C=CCNC(=S)Nc1cc(Cl)ccc1OC	-2%	-4%	3%	-11%	-1.0%	i	0.8	-0.3	8	-3%	-7%
COC(=O)c1ccccc1NC(=O)N1CCc2ccc(NC(=O)c3ccccn3)cc2C1	8%	0%	5%	-1%	1.0%	i	2.6	3.9	66	3%	-3%
COc1ccc(CCNC(=O)c2cc(-c3ccccc3OC)on2)cc1OC	0%	7%	2%	2%	3.4%	i	8.5	6.6	61	-3%	-1%
CC(C)Cc1nnc(NC(=O)c2ccncc2)s1	0%	6%	0%	9%	0.9%	i	1.3	1.9	50	-9%	-2%
Cc1ccccc1NC(=O)c1cc(S(=O)(=O)c2ccccc2)ccc1Cl	5%	2%	2%	6%	-1.3%	i	1.2	0.8	43	3%	-2%
CC1CCCCN1CCn1c(=S)[nH]c2ncccc2c1=O (centres undefined)	-7%	3%	3%	0%	0.3%	i	1.0	2.1	79	-6%	-4%
CC(C)(Oc1ccc(CCNC(=O)c2ccc(Cl)cc2)cc1)C(=O)O	1%	3%	9%	-3%	-0.2%	i	3.2	-1.8	60	0%	-4%
Cc1ccc(C(=O)NCC(=O)O)s1	-1%	8%	8%	-4%	-0.4%	i	0.1	-1.0	96	3%	-6%
COc1cccc(N(C(=O)c2ccco2)C(C(=O)NC2CCCC2)c2ccc(N3CCOCC3)cc2)c1 (centres undefined)	-6%	-1%	5%	4%	-1.5%	i	1.0	2.8	47	-6%	2%

(listing goes on)
SMILES	GPR55 antagonists	Siah-1 displacement	Rac1 GTP hydrolysis	GPR35 antagonists	HIV fusion peptide	Myeloid diff 2	Myeloid diff 2 GFP+ MAC1+ %	NTR1 ag	NTR1 ag cell count 20 µM	PhoP inhibition	LYP inhibition
O=C(NCCO)Nc1ccc2nc(-c3ccco3)c(-c3ccco3)nc2c1	-8%	68%	/	-7%	65%	/	/	0.1	58	0%	5%
O=C1C2=C(C(c3ccccc3)=NCCN2)C(c2cccc([N+](=O)[O-])c2)N1c1ccccc1 (centres undefined)	6%	2%	4%	2%	1.0%	i	0.4	-0.5	52	1%	7%
Cc1ccc(OCC(=O)Nc2ccccc2Sc2ccc(Cl)cc2)c([N+](=O)[O-])n1	-12%	-1%	8%	-7%	2.7%	i	0.3	10	66	6%	1%
CC(CN1CCN(c2ccccc2)CC1)c1ccccc1 (centres undefined)	-8%	-2%	5%	-3%	0.2%	i	5.6	0.1	59	21%	-7%
COc1ccc(S(=O)(=O)N2CCN(CC(=O)Nc3cccc(OC)c3)CC2)cc1	6%	2%	-1%	0%	-1.9%	i	1.7	0.4	51	-1%	-10%
CCOc1ccc(/C=C2/Sc3ccc(C(=O)N4CCOCC4)cc3N(C)C2=O)cc1OC	-3%	-2%	8%	-4%	-0.8%	i	3.0	0.6	59	-7%	-4%
CC1CCN(S(=O)(=O)c2ccc(C(=O)Nc3nnc(-c4ccco4)o3)cc2)CC1	6%	-3%	4%	1%	16%	i	2.4	1.1	49	3%	-7%
